# Screens as filed in PubChem BioAssay.
# BRCA1 expr act: qHTS Assay to Identify Small Molecule Activators of BRCA1 Expression; MCF7-BRCA1-FFLuc reporter, luminescence, 48 h; response scale: scaled: vehicle 0%, 10 µM genistein 100%; Potency, µM (doses to about 46.1 µM), without a hit: at the top dose activation, most hits filed as activators; actives 1.1% (n = 380,000); AID 624202, 2012; further: nearly all actives have a fitted effect of over 80% in size; some results filed as inactive show a strong effect at the top dose
#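 First, MCF7-BRCA1-FFLuc cells (2000/well) attach for 2 h; next, compounds are pin-added and incubated 48 h at 37 °C; finally, luciferase reagent is added and luminescence read after 15 min.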
# p53 reactivator: qHTS assay for re-activators of p53 using a Luc reporter | H1299 p53-A138V BP100-luciferase reporter, luminescence, 24 h | Potency, µM (titrated, usually from 92.2 µM), for inactives: top-dose activity change, positive = activation, most hits filed as activators | actives 0.063% (n = 320,000) | AID 504706, 2011; further: % of control where 0% means no effect; nearly all actives have a fitted effect of over 45% in size
#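 p53-null H1299 cells stably carrying temperature-sensitive p53-A138V and a BP100-luciferase reporter were pinned with compounds (4-point, 1:5 series) and held 24 hrs at 37 deg C. Luminescence was read 10 min after detection reagent.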
# ELG1 genotox: qHTS screen for small molecules that induce genotoxicity in human embryonic kidney (HEK293T) cells expressing luciferase-tagged ELG1 | HEK293T ELG1-luciferase reporter, luminescence, 16 h | Potency, µM (titrated, usually from 46 µM), for inactives: at the highest dose activity change, positive = activation, hits mostly activators | actives 1.3% (n = 330,000); further: % of control where 0% means no effect; nearly all actives have a fitted effect of over 60% in size
#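 ELG1-luciferase HEK293T cells, 2,000/well; compound pinned in; 16 hr, 37 °C, 5% CO2; ONE-Glo, 30 min RT; luminescence on CCD imager.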
# uPA surface inh: qHTS for Inhibitors of Cell Surface uPA Generation | cell surface uPA generation assay, qHTS | Potency, µM (top dose mostly 38.3 µM), for the others: at the top dose activity change, negative = inhibition, actives largely listed as inhibitors | actives 0.31% (n = 330,000) | AID 540303, 2011; active means well fitted inhibition curve with a large enough effect; inconclusive means small, poorly fitted or top-dose-only effect; inactive means no such curve, though single readings can be large or run the other way; tested in mouse RAW 264.7 cells; further: on the % scale 0 is the no-effect control and ±100 the full control effect; nearly all actives have a fitted effect of over 55% in size
# MLL CXXC-DNA inh: qHTS Fluorescence Polarization Assay for Inhibitors of MLL CXXC domain - DNA interaction; MLL-CXXC / FITC-HOXA9 DNA fluorescence polarization; AID 2662, 2010; actives 0.037% (n = 290,000); Potency, µM (top dose mostly 115 µM), for inactives: at the highest dose activity change, negative = inhibition, most hits filed as inhibitors; Histone-lysine N-methyltransferase 2A (Homo sapiens), Q03164; active means well fitted inhibition curve with a large enough effect in the polarisation, with a control signal flat, not every such curve was filed as active; inconclusive means small, poorly fitted or top-dose-only effect, or effect the other way, or a change in a side signal; inactive means no such curve, though single readings can be large or run the other way; the % refers to the polarisation
#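 Purified MLL-CXXC (added from a 7 uM solution) was preincubated 5 min at ambient with pinned compounds in 50 mM Tris-HCl pH 7.5, 50 mM NaCl, 1 mM DTT, 0.05% BSA. Fluorescein-labeled HOX-A9 DNA (50 nM solution) followed, 30 min, then polarization read.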
# NPC1 promoter act: qHTS Assay for NPC1 Promoter Activators; Potency, µM (titrated, usually from 9.22 µM), inactives show top-dose activation, usual class: activators; AID 485313, 2010; Huh7 NPC1 promoter luciferase reporter, 24 h; actives 2.4% (n = 320,000);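 further: % of control where 0% means no effect; nearly all actives have a fitted effect of over 60% in size; reporter is driven by a mutant NPC1 promoter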
#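 Luminescence from an NPC1 promoter-driven luciferase reporter in stably transfected Huh7 cells was measured after 24 h compound treatment at 37 °C, followed by 10 min ambient incubation with luciferase detection reagent.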
# Rab9 promoter act: qHTS Assay for Rab9 Promoter Activators; Huh7 Rab9 promoter-luciferase reporter, luminescence, 24 h; Potency, µM (titrated, usually from 9.22 µM), for inactives: at the highest dose activation, negative = inhibition, usual class: activators; actives 2.8% (n = 320,000); further: % of control where 0% means no effect; nearly all actives have a fitted effect of over 60% in size
#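 Measured in stably transfected Huh7 cells bearing a Rab9 promoter–luciferase construct: 24 h compound treatment at 37 °C, followed by luminescence detection.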
# FLuc modulator: qHTS profiling assay for firefly luciferase inhibitor/activator using purifed enzyme and Km concentrations of substrates (counterscreen for miR-21 project) | Luciferin 4-monooxygenase (Photinus pyralis), P08659 | purified FLuc, Km substrates, luminescence inhibition | Potency, µM (highest dose often 57.5 µM), inactives show at the top dose activity change, negative = inhibition, usual class: inhibitors | actives 6.9% (n = 360,000);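 further: plate controls were vehicle for no effect and reference inhibitor for full effect; nearly all actives have a fitted effect of over 55% in size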
#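 Biochemical qHTS of compounds, final roughly 60 µM downward over six points, against 10 nM purified firefly luciferase using Km concentrations of substrates (10 uM D-luciferin, 10 uM ATP) in Tris acetate pH 7.5 buffer; luminescence output.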
# Gal4-VP16 FLuc: VP16 counterscreen qHTS for inhibitors of ROR gamma transcriptional activity; actives 3.5% (n = 310,000); Drosophila S2 Gal4-VP16 UAS-luciferase, luminescence, 20 h; Potency, µM (doses to about 53.6 µM), for inactives: at the top dose activity, negative = inhibition, most hits filed as inhibitors;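 further: Gal4-VP16 expression switched on by copper sulfate through the metallothionein promoter; on the % scale 0 is the no-effect control and ±100 the full control effect; nearly all actives have a fitted effect of over 50% in size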
# RORg inh: qHTS for inhibitors of ROR gamma transcriptional activity. Potency, µM (top dose mostly 53.6 µM), for inactives: top-dose activity change, negative = inhibition, hits mostly inhibitors. actives 5.4% (n = 310,000). Drosophila S2 Gal4-RORgamma UAS-luciferase reporter, 20 h. Nuclear receptor ROR-gamma (Mus musculus), P51450; further: on the % scale 0 is the no-effect control and ±100 the full control effect; nearly all actives have a fitted effect of over 60% in size
#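 Stably transfected Drosophila Schneider cells are the test system, with ROR gamma fused to Gal4 and luciferase under UAS control; luminescence is read after 20 hr of 700 uM copper sulfate induction at ambient temperature.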
# MBNL1 CUG block: qHTS Assay for Inhibitors of MBNL1-poly(CUG) RNA binding; Muscleblind-like protein 1 (Homo sapiens), Q9NR56; TR-FRET MBNL1-His/biotin-(CUG)12 binding, 665/545 ratio; Potency, µM (series often up to 57.5 µM), for inactives: at the top dose activity change, negative = inhibition, most hits filed as inhibitors; actives 0.036% (n = 280,000); active means well fitted inhibition curve with a large enough effect in the signal ratio, with a control signal flat, not every such curve was filed as active; inconclusive means small, poorly fitted or top-dose-only effect, or effect the other way, or a change in a side signal; inactive means no such curve, though single readings can be large or run the other way; the % refers to the signal ratio; further: on the % scale 0 is the no-effect control and ±100 the full control effect
#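 Compounds (final 92 nM to 58 uM) are added to His-tagged MBNL1 and biotin-(CUG)12, then terbium anti-His antibody and streptavidin-XL665 (5 nM final). After 60 min at room temperature, the 665/545 nm ratio is read.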
# Numbers without * were called inactive; ? = inconclusive; · = no result given; & = joins results of further samples; [ ] = dose if it differs, or a comment. Unless noted, the call rests on the fitted dose curve; in most records, active means well fitted curve in the direction sought with a large enough effect; inconclusive means small, poorly fitted or top-dose-only effect, or another doubt; inactive means no such curve, though single readings can be large; an effect the other way counts as inactive or inconclusive. Potency means the concentration at half of the fitted maximal effect. The list is partial (hit frequency here may not be typical).
SMILES,BRCA1 expr act,p53 reactivator,ELG1 genotox,uPA surface inh,MLL CXXC-DNA inh,NPC1 promoter act,Rab9 promoter act,FLuc modulator,Gal4-VP16 FLuc,RORg inh,MBNL1 CUG block
Cn1c(=O)c2c(nc(Oc3ccccn3)n2C)n(C)c1=O,·,-2.3%,0.1%,·,-4.7%,1.8%,10.9%,-0.8%,-1.9%,-24.3%,-7.4%
O=C(CC1CCCC1)NNC(=O)c1ccc(F)cc1,37.0%,5.9%,-1.4%,-0.1%,·,7.7%,0.1%,1.7%,·,·,·
O=S(=O)(NC1CCCCC1Sc1ncccn1)c1ccc(Cl)cc1 (configuration not stated),-8.4%,-5.0%,-0.2%,4.3%,8.1%,0.4%,-0.6%,-1.8%,-2.2%,2.5%,-20.9%
CCOc1cc(/C=N/NC(=O)c2ccncc2)ccc1OS(C)(=O)=O,-11.2%,-8.7%,0.4%,1.1%,10.1%,0.8%,-5.2%,1.7%,-2.3%,9.3%,·
CCN(CC)C(=O)CC(c1ccc(N(C)C)cc1)c1c(O)cc(OC)cc1OC (configuration not stated),9.3%,0.9%,3.0%,9.5%,-0.8%,-0.3%,0.1%,-0.8%,-13.8%&4.2%,?,-10.4%
Cc1cc(C)c(NC(=O)C(C)N2CCCCCC2)c(C)c1 (configuration not stated),-3.2%,·,-11.3%,4.6%,6.0%,-0.7%,2.0%,5.1%,1.4%,0.7%,-4.6%
Cc1ccccc1C(=O)c1cccn1CC(=O)NCc1ccccc1Cl,?,?,?,-9.1%,1.2%,18.5%,?,?,?,6.1%,12.6%
COc1ccc([N+](=O)[O-])cc1N(CC(=O)N(C)C)S(C)(=O)=O,0.6%,-0.7%,-0.6%,0.9%,-10.3%,-2.6%,0.7%,-1.0%,-18.2%,-2.2%,?
CCn1c(=O)c([N+](=O)[O-])c(N2CCN(Cc3ccc4c(c3)OCO4)CC2)c2ccccc21,-73.4%,-0.6%,-13.6%,-6.1%,-0.1%,-0.1%,-1.4%,-0.5%,-23.6%,?,-3.5%
C=CCSC1=N/C(=C\c2ccc(C(=O)O)cc2)C(=O)S1,1.4%,-0.6%,1.3%,7.2%,?,0.4%,0.0%,10.7µM*,4.0%,-7.1%,10.5%
COc1ccc(C2C(C#N)=C(N)OC3=C2C(=O)CC(C)(C)C3)cc1 (configuration not stated),0.7%,-2.8%,5.1%,14.1%,0.1%,-3.3%,3.2%,0.3%,-17.4%,13.6%,5.3%
C#CC(C)OC(=O)Nc1cnccc1C(F)(F)F (configuration not stated),-0.6%,-2.7%,-2.8%,-3.2%,-2.9%,0.4%,2.6%,-2.0%,1.6%,7.1%,·
COCC(=O)N(Cc1cc2cc(OC)ccc2[nH]c1=O)c1ccccc1,4.9%,2.1%,-0.5%,9.5%,5.6%,-1.7%,-8.6%,1.2%,-3.0%,1.9%,-10.3%
S=C(NN=C(C1CC1)C1CC1)Nc1ccccc1,26.2%,22.4%,16.1%,4.6%,-2.0%,-0.7%,1.9%,?,17.8µM*,11.2µM*,-4.4%
Cc1ccc(Cl)cc1N1CCN(C(=O)c2ccc(NS(=O)(=O)c3c(C)noc3C)cc2)CC1,-60.2%,-10.0%,4.4%,0.7%,-1.1%,1.3%,1.6%,0.4%,-6.1%,?,10.8%
Cc1ccnc(NC(=O)Cn2c(=O)oc3ccccc32)c1,22.9%,?,24.4%,2.8%,1.0%,5.0%,11.6%,?,6.2%,23.0%,2.2%
CC[C@@H](C)[C@@H](C(=O)N1CCN(C(=O)OC(C)(C)C)CC1)n1cc(CCC(=O)O)nn1,-1.4%,-1.2%,1.2%,4.3%,5.6%,-4.5%,-7.4%,-0.5%,2.1%,-11.2%,-8.4%
COc1ccc(/C=N/NC(=O)c2[nH]c3ccc(Cl)cc3c2-c2ccccc2)c(C(=O)O)c1OC,-90.3%[inhibitor],21.6%,-4.1%,7.6%,9.7%,-1.2%,-1.4%,?,-4.8%,-8.0%,8.6%
CCOC(=O)c1ccc(NC(=S)NN)cc1,9.7%,7.5%,-7.3%,0.1%,1.8%,-4.0%,-0.4%,-1.3%,?,10µM*,-2.8%
Cc1cc(C)n(/C(=C\N(C)C)C(=O)c2cccc([N+](=O)[O-])c2)n1,-5.2%,-0.8%,2.5%,15.1%,4.4%,-12.9%,-3.4%[1.84 µM],-1.1%,-1.9%,-0.3%,?
COc1ccc(Cl)cc1NC(=O)C(C)N(C)Cc1cccc(Cl)c1Cl (configuration not stated),-67.7%,6.5%,0.5%,-2.7%,-6.5%,-0.2%,2.6%,-1.4%,-11.7%,?,0.5%
Cc1cccc(OCc2nnc(SCC(=O)Nc3cccc(C(=O)N4CCOCC4)c3)n2C)c1,-17.8%,-4.5%,1.1%,2.1%,-13.0%,-0.3%,0.8%,-1.4%,-5.6%,?,4.3%[11.5 µM]
Cc1cnc(CNC(=O)CC2C(=O)NCCN2Cc2ccccc2C(F)(F)F)cn1 (configuration not stated),-4.6%,-1.8%,0.2%,31.2%[activator],?,3.7%,4.8%,8.2%,-1.0%,-17.3%,10.5%
Cc1ccc(Cl)cc1NC(=O)CSc1nncn1-c1ccccn1,5.3%,-6.7%,-1.7%,12.5%,4.3%,0.6%,-3.5%,-0.5%,11.5%,-10.3%,-1.6%
CCCOc1ccccc1NC(=O)/C=C/C(N)=O,-15.9%,-14.3%,3.7%,·,13.5%,-2.5%,0.0%,-0.9%,4.47µM*,3.98µM*,-2.2%
CCOc1ccc(S(=O)(=O)N2Cc3ccccc3CC2C(=O)NCCCn2ccnc2)cc1 (configuration not stated),8.2%,-1.4%,-6.4%,-1.6%,0.1%,1.9%,2.2%,2.1%,-2.6%,-17.9%,8.6%
CC(C)(C)NC(=S)NNC(=O)c1ccccc1Cl,1.4%,12.4%,2.7%,-3.5%,-2.1%,-3.2%,-3.3%,1.0%,1.41µM*,0.447µM*,?
COC(=O)c1ccccc1NC(=O)Nc1nnc(N2CCCCC2C)s1 (configuration not stated),43.5%,16.2%,0.7%,37.4%[activator],3.2%,1.5%,-2.2%,4.0%,1.6%,-4.1%,-7.2%
CCN(Cc1nc2cc(Cl)ccc2c(=O)[nH]1)C(=O)C1CC(=O)N(c2cccc3ccccc23)C1 (configuration not stated),-25.4%,-7.0%,-0.1%,3.4%,·,-3.1%,?,-1.5%,·,·,·
O=C(Cn1ncn2c(cc3ccccc32)c1=O)NCCC1=CCCCC1,0.0%,0.2%,1.7%,0.3%,-2.7%,1.3%,-2.9%,-0.7%,1.1%,9.0%,3.1%
COc1ccc(C(=O)Nc2nc3cc(OC)c(OC)cc3c(=O)[nH]2)cc1,-33.0%,0.5%,0.8%,-6.7%,21.0%,-2.1%,-1.9%,0.8%,-5.5%,4.2%,-6.0%
Cc1ccc(/C(O)=C2/C(=O)C(=O)N(CCN3CCOCC3)C2c2ccccn2)cc1 (configuration not stated),-0.3%,?,29.3%,-0.4%,-2.8%,-2.7%,0.7%,4.1%,14.5%,38.1%,?
CNS(=O)(=O)c1cccc(C(=O)OCC(=O)N(Cc2ccccc2)C(C)(C)C)c1,-28.9%,-1.0%,-3.9%,3.8%,1.5%,-9.1%,-1.5%,-1.4%,-1.9%,-13.9%,-4.5%
CC12CN(S(=O)(=O)c3ccccc3)CC(C)(CN(S(=O)(=O)c3ccccc3)C1)C2,11.8%,-1.2%,-4.2%,3.9%,1.8%,-3.6%,0.2%,8.8%,?,-32.9%,-13.6%
Cc1nc2ccc(NC(=O)c3ccc(S(=O)(=O)N(C)c4ccccc4)cc3)cc2s1,-68.3%,-4.8%,-7.1%,-15.6%,17.7%,-1.6%,-7.4%,-10.2%,-29.7%,?,·
Oc1cc2c(cc1CN1CCc3ccccc3C1)OCO2,-1.8%,6.9%,4.9%,2.8%,3.9%,-1.6%,-1.5%,2.1%,18.4%,-30.1%,6.9%
